Screens (PubChem)
CHO-K1 Ca PAM = nonselective calcium activators in parental CHO-K1 cells, primary screen, counter-screen for M1 PAM project, cell-based, Fluo-8 calcium fluorescence, full deck, 1536-well. ATP EC20; 0% at ATP EC20, 100% at ATP max. activation, % at 3 µM. 0.02% of 360,000 active. AID 602247, 2012;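 active = activation above the run cutoff, the mean activation of all test compounds plus 3 SD, cut at about 40% in these data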;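 also: peak over basal fluorescence ratio in a 140 s read after ATP addition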
TAAR1 antagonist = human TAAR1 antagonists, primary screen, Fluo-8 calcium fluorescence, CHO RD-HGA16 cells. Trace amine-associated receptor 1 (Homo sapiens), Q96RJ0. antagonist. inhibition, % at 3 µM. 1.5% of 360,000 active. AID 624466, 2012;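 active = inhibition above a per-plate cutoff, the mean inhibition of test compounds on that plate plus 3 SD, cut at about 49% in these data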;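 also: 0% = DMSO plus EC80 beta-PEA response and 100% = DMSO alone without agonist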
Target sequence (Q96RJ0 whole entry, looked up): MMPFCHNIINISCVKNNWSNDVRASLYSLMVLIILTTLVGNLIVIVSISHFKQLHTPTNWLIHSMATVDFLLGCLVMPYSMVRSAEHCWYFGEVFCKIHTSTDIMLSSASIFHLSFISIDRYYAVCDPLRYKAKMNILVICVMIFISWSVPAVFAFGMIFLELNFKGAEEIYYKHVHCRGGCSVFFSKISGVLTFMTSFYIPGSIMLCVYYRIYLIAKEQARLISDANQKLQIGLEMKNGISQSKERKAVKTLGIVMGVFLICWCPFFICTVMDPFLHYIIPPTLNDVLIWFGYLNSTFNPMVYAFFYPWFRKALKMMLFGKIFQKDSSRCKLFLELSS
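Test system: CHO RD-HGA16 cells bearing hTAAR1 | Reagent: β-PEA, EC80 | Compound dosing: 3 µM, single point | Schedule: Dye loading 75 min at 37 °C, then 30 min room temperature | Signal: Calcium fluorescence with Fluo-8 | Evaluation: Percent inhibition of PEA-evoked calcium signal, max/basal emission ratio | Control set: DMSO-only wells and EC80 β-PEA-stimulated wells | Repeats: Singlicate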
M1 antag = human M1 muscarinic receptor antagonists, primary screen, CHO-K1 cells, Fluo-8 calcium fluorescence, 1536-well; Muscarinic acetylcholine receptor M1 (Homo sapiens), P11229; CHO-K1 hM1, ACh EC80 antagonist; inhibition, % at 3 µM; 1.3% of 360,000 active; AID 588852, 2011;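 active = percent inhibition above its own plate's cutoff, namely the mean of that plate's compound wells plus 3 SD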;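 also: peak over basal fluorescence ratio during 140 s after agonist addition; 0% = ACh EC80 plus DMSO and 100% = DMSO alone without agonist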
Target sequence (P11229 whole entry, looked up): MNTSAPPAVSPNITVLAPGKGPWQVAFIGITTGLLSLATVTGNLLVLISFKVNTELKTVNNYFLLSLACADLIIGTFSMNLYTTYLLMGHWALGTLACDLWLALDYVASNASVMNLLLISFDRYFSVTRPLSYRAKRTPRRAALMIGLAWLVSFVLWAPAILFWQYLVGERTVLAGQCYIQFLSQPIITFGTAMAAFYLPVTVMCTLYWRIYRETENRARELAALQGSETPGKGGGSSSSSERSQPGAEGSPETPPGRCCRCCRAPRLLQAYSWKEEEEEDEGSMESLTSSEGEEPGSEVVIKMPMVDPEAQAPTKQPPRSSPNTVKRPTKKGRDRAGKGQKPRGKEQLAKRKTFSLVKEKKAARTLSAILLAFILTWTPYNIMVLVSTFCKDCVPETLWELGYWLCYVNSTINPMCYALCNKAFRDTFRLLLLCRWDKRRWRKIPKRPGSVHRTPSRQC
CHO-K1 Ca ag = counter-screen for M1 agonists: effect in parental CHO-K1 cells. Fluo-8 calcium fluorescence; scaled to maximal ATP response, vehicle zero. activation, % at 3 µM. 0.48% of 360,000 active; in the data active = activation above about 15%;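 also: untransfected CHO-K1 host cells lacking M1 receptor as counterscreen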
CHO parental Ca = ATP-evoked calcium signal inhibitors, parental CHO, primary screen, counter-screen for OX1R antagonist project, cell-based, fluorescence, Fluo-8 calcium dye; parental CHO-K1, ATP-induced calcium, Fluo-8 fluorescence; AID 463079, 2010; inhibition, % at 5.6 µM; 0.63% of 330,000 active;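 active = inhibition above that plate's mean sample inhibition plus 3 SD, cut at about 26% in these data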;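 also: 0% = ATP-challenged DMSO wells and 100% = DMSO wells without ATP; some compounds past the cut are filed as inactive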
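Material: Parental CHO cells | Reagent: ATP | Compound dosing: Single nominal dose of 5.6 µM per compound | Detection: Intracellular calcium via Fluo-8 no-wash fluorescent dye | Read-out: % inhibition of ATP-induced calcium mobilization | Benchmarks: Low control ATP plus DMSO, high control DMSO only | Replicates: Singlicate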
CHRM1 PAM = human M1 muscarinic receptor positive allosteric modulators, primary screen, CHO-K1 cells, Fluo-8 calcium fluorescence, 1536-well; Muscarinic acetylcholine receptor M1 (Homo sapiens), P11229; CHO-K1 hM1, ACh EC20; 0% = ACh EC20, 100% = maximal ACh; activation, % at 3 µM; 0.088% of 360,000 active; in the data active = activation above about 19%, passing the limit was not always enough
CHO-K1 Ca antag = M1 antagonist counterscreen hit in parental CHO-K1 cells; 0.6% of 360,000 active; ATP-induced calcium, Fluo-8 fluorescence; inhibition, % at 3 µM;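 active = inhibition above a per-plate cutoff, the plate's mean sample inhibition plus 3 SD, cut at about 24% in these data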;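 also: 0% = DMSO plus EC80 ATP and 100% = DMSO alone without ATP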
TAAR1 agonist = human TAAR1 agonists, primary screen, Fluo-8 calcium fluorescence, CHO RD-HGA16 cells | Trace amine-associated receptor 1 (Homo sapiens), Q96RJ0 | vehicle wells 0%, saturating PEA agonist 100% | activation, % at 3 µM | 0.99% of 360,000 active;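 active = activation above the mean activation of all test compounds in the run plus 3 SD, cut at about 38% in these data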
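System: CHO-derived RD-HGA16 cells with stable Gα16 and human TAAR1 / Times: 17-24 h plating, Fluo-8 75 min 37 °C, 30 min RT / Technique: calcium-sensitive Fluo-8 signal, excitation 470-495, emission 515-575 nm / Measure: % activation relative to PEA EC100 response / Benchmarks: DMSO and PEA EC100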
CHRM1 agonist = human M1 muscarinic receptor agonists, primary screen, Fluo-8 calcium fluorescence, CHO-K1 cells, HTS | CHO-K1 hM1, agonist mode; 0% DMSO, 100% acetylcholine EC100 | 0.33% of 360,000 active | activation, % at 3 µM | Muscarinic acetylcholine receptor M1 (Homo sapiens), P11229;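 active = activation above the run's mean compound activation plus 3 SD, cut at about 16% in these data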;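 also: peak over basal fluorescence ratio within a 140 s kinetic read after compound addition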
* = called active by the depositor; x = no result given.

compound	CHO-K1 Ca PAM	TAAR1 antagonist	M1 antag	CHO-K1 Ca ag	CHO parental Ca	CHRM1 PAM	CHO-K1 Ca antag	TAAR1 agonist	CHRM1 agonist
COc1cc(C2C(C#N)=C(C)NC3=C2C(=O)CC(C)(C)C3)cc(OC)c1O (stereo not given)	8	-21	-2	-0.7	-3	13	10	3	0
COc1cccc(C2c3cc4c(cc3OC(NNC(N)=O)C2C)OCO4)c1O (stereo not given)	10	-17	-27	2.2	x	15	-13	-1	0
C=CCn1nc([N+](=O)[O-])nc1Sc1cccc2cccnc12	18	x	5	0.1	25	8	6	x	-9
CCCn1c(SCC(=O)Nc2ccc(OCC)cc2)nnc1C(C)C	-4	2	15	-0.4	3	-3	15	7	0
CCc1nc2c(OCCOc3ccc(F)cc3)cccn2c1N(C)C(=O)C(C)C	-14	1	17	0.1	x	-9	10	0	-8
O=C(CNS(=O)(=O)c1cccs1)N1CCN(c2ccccn2)CC1	20	5	-11	1.0	5	12	-16	5	-5
O=C(CN1CCOCC1)Nc1cccc(S(=O)(=O)N2CCCCCC2)c1	-1	-22	3	0.8	-16	0	-4	0	-2
Cc1cc(Cl)c(S(=O)(=O)NCC2CCCO2)cc1OCC(N)=O (stereo not given)	13	16	-26	0.3	-10	8	-1	4	-1
CSc1ccccc1OCc1cc(C(=O)N2CCC(c3ccncc3)CC2)no1	-5	16	41*	11	26	-16	16	1	-2
O=C1C=Cc2cccc3ccc(O)c1c23	13	9	-16	-0.4	x	10	-9	3	-6
O=C(CNC(=O)c1cccs1)c1ccc(Cl)cc1	3	-15	-16	4.9	1	14	-12	4	4
CCOc1ccccc1/C=C/C(=O)c1ccc(Cl)cc1	-1	3	-11	-0.1	-11	-2	5	2	-6
Cc1[nH]c(=S)c(C#N)c(-c2ccco2)c1C(=O)N(C)C	18	18	-9	1.2	2	5	-14	5	-1
COC(=O)Nc1ccc(S(=O)(=O)NNC(=O)c2c(O)c3ccccc3n(C)c2=O)cc1	3	-29	2	1.1	-6	2	-15	2	-3
Cc1c(Cl)cccc1NC(=O)COC(=O)C12CC3CC(CC(O)(C3)C1)C2	6	3	1	1.3	-5	11	-7	1	10
N#CC(=Cc1ccncc1)c1ccccc1	-14	18	-16	-0.5	x	12	-2	-2	-2
CC(C)(C)c1ccc(C(=O)NCCC(=O)Nc2cc(Cl)ccc2N2CCOCC2)cc1	-1	-14	-8	-0.3	-28	7	-16	-1	-5
Cc1ccc2nc(-c3ccc(O)cc3)oc2c1	2	-23	-7	0.6	-8	12	4	3	1
CCOc1cc(OCC)cc(C(=O)Nc2cccc(C(C)=O)c2)c1	5	9	-1	0.8	-13	0	-13	1	-5
CC(C)(C)c1ccc(C(=O)NCC(=O)N2CCNC(=O)C2)cc1	18	6	-8	2.0	1	13	-12	1	-3
COC(=O)C1Sc2[nH]c(=O)sc2C(c2ccc(Cl)cc2)C1C(=O)OC (stereo not given)	-7	-4	-1	0.8	-8	13	14	1	1
CCCS(=O)(=O)NC(=O)C1(C)CCN(C(=O)c2ccc(C(F)(F)F)cc2)C1 (stereo not given)	6	-9	9	0.5	x	-5	-1	2	-1
CCCCn1c(N)c(N(CCOC)C(=O)CC(NC(=O)c2ccccc2)c2ccccc2)c(=O)[nH]c1=O (stereo not given)	5	2	-7	-0.4	-22	4	11	1	-4
CCOc1ccc(NC(=S)N2CCN(C/C=C/c3ccccc3)CC2)cc1	23	-10	-10	1.1	-20	4	-27	0	-6
CC(C)C(=O)Nc1ccc(C(=O)NNC(=S)NC(=O)c2ccco2)cc1	11	-8	-19	-0.5	5	19	-3	0	-3
O=C(Nc1ccc2c(c1)CCC2)c1ccccc1	17	-10	-11	-1.1	-10	7	-10	1	-3
CCc1cccc(C)c1NC(=O)c1cc(-c2ccncc2)nc2ccccc12	-2	49*	2	3.0	x	13	2	9	4
CCn1c(C(=O)NCCCc2ccccc2)cc2sccc21	16	-21	-9	-0.1	-20	2	-6	3	-8
COc1ccc(N2CCN(c3cc(C)c4cccc(C)c4n3)CC2)cc1	18	-42	-5	6.3	-14	14	-17	1	-3
COc1ccc(CN2CC(=O)N3[C@H]4c5ccccc5OC[C@@H]4[C@H](c4ccccc4)[C@]3(C)C2=O)cc1	4	28	8	0.4	-38	-7	-5	12	-7

Next part:
compound	CHO-K1 Ca PAM	TAAR1 antagonist	M1 antag	CHO-K1 Ca ag	CHO parental Ca	CHRM1 PAM	CHO-K1 Ca antag	TAAR1 agonist	CHRM1 agonist
COc1ccc(Cl)c(-c2cc(C(=O)Nc3ccc(C)c(NS(C)(=O)=O)c3)[nH]n2)c1	14	36	0	5.0	x	0	4	9	-1
Cc1ccc2nc(SCC(=O)Nc3ccc4[nH]c(=O)[nH]c4c3)[nH]c2c1	16	-2	-8	0.2	x	8	-7	1	-4
Cn1cc(-c2ccccc2C(N)=O)c(=O)c2cc(Cl)ccc21	8	0	-10	0.1	0	10	-12	0	-7
O=C1CNC(=O)N1	5	-16	-16	0.7	-7	1	14	3	0
Cc1cc(CNC(=O)COc2ccc(C#N)cc2)c2ccccc2n1	13	6	-5	2.2	0	3	5	3	-6
CCN(CC)c1ccc(N=Cc2ccccc2[N+](=O)[O-])cc1	3	-22	-2	-0.1	-13	0	0	2	-8
COc1ccc(-n2c(SCC(=O)Nc3nc(C)cs3)nnc2-c2ccoc2C)cc1	3	-5	-6	0.4	-28	0	-14	13	0
Cc1ccc(CNC(=O)c2ccc(Cn3nc(C)c(Cl)c3C)o2)cc1	15	1	-8	0.7	-35	7	2	0	-4
O=C(O)CC(NS(=O)(=O)c1ccc2c(c1)OCCO2)c1ccccc1[N+](=O)[O-] (stereo not given)	19	4	-1	1.8	-10	7	-11	0	-1
O=C(Cn1cc([N+](=O)[O-])cn1)NCc1ccccc1	12	2	-3	1.5	-3	2	0	0	-1
O=C(c1nc2nc(-c3ccc(Cl)cc3)cc(C(F)(F)F)n2n1)N1CCOCC1	0	-16	-11	-0.5	-18	5	6	0	-6
Cc1ccc(NC(=O)N2CCCc3ccccc32)cc1C	-6	-11	-4	0.5	10	6	-5	1	-3
O=C(Nc1c(-c2ccccc2)nc2ccc(Cl)cn12)c1cccs1	-12	9	2	0.0	-14	-1	14	0	-5
O=C(COc1cccc2ccccc12)N/N=C/c1ccccc1OCc1ccc(C(=O)O)cc1	0	21	8	-0.1	-2	-7	5	3	-5
Cc1ccc(S(=O)(=O)NN=Cc2ccc(N3CCOCC3)cc2)cc1[N+](=O)[O-]	2	4	-8	0.4	-1	7	-3	19	-3
Cc1nc(C)c(C(=O)Nc2cccc(Cl)c2)o1	10	2	-1	0.7	-12	2	-12	1	-2
O=C(CCNC(=O)c1ccccc1)N/N=C/c1ccc([N+](=O)[O-])cc1	15	17	-3	1.1	8	5	-4	5	-8
O=C(O)COCC(=O)Nc1ccccc1-c1ccccc1	24	6	0	-0.1	-7	3	-8	5	-5
CCc1nnc(NC(=O)CCC(=O)N2CCN(CCOc3ccc(C)cc3)CC2)s1	18	-21	-20	2.2	-20	-7	-8	1	8
O=C(Nc1ccccc1N1CCOCC1)c1cccc(NS(=O)(=O)c2ccc(F)c(F)c2)c1	16	24	12	2.5	9	-10	3	2	-3
O=C1CCCC/C1=C\Nc1ccc(C(=O)O)c(O)c1	-10	-8	-2	0.1	-1	12	-1	-1	2
Cc1cc(-c2nnc(CCC(=O)NCC(C)c3ccccc3)o2)no1 (stereo not given)	-30	-10	22	0.0	-9	-8	16	4	-2
N#Cc1cccc(S(=O)(=O)NNC(=O)C23CC4CC(CC(C4)C2)C3)c1	20	-34	-14	0.7	-14	6	-15	2	0
Cc1csc2c(=O)sc(NC(=O)c3ccco3)nc12	2	-16	-13	0.8	-15	14	-7	12	-3
COCCCNC(=O)c1ccccc1C(F)(F)F	6	-35	-12	-0.1	-14	8	-8	4	-3
O=C(CCN1CCN(c2ccccc2F)CC1)c1ccc(Br)cc1	13	x	7	6.9	-16	-10	-2	x	1
O=C(CS(=O)(=O)c1ccc(F)cc1)N1CCN(c2ccccc2)CC1	10	14	-6	1.2	-15	6	3	3	-1
Cc1ccsc1/C=N\NC(=O)c1ccc2c(c1)OCO2	10	3	-6	-0.2	-7	8	9	1	-3
C=CCn1c(C)nnc1SCC(=O)c1c(N)n(C2CC2)c(=O)[nH]c1=O	0	-25	-2	1.4	x	0	-9	0	-3
